Bioassay records as filed in PubChem.
Nrf2 activator: qHTS of Nrf2 Activators; Potency, µM (top dose mostly 46.1 µM), for inactives: at the top dose activation, usual class: activators; 0.31% of 410,000 active; AREc32 ARE-luciferase reporter (MCF7-derived line), luminescence, 24 h; also: potency is read from the fitted curve at half-maximal effect; % of control where 0% means no effect; nearly all actives have a fitted effect of over 65% in size
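Nrf2 activation is followed as ARE-luciferase induction in the AREc32 line after one day of compound treatment; luminescence is read with Steady-Glo.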
ATXN viability: Viability Counterscreen for Primary qHTS for Inhibitors of ATXN expression; 0.49% of 400,000 active; Potency, µM (highest dose often 56.7 µM), usual class: cytotoxic; AID 651635, 2014; S2 cells (HEK-293 line with an ATXN2-luciferase reporter) viability, CellTiter-Fluor protease fluorescence, 24 h; also: potency is read from the fitted curve at half-maximal effect; nearly all actives have a fitted effect of over 40% in size
Nrf2 block: Nrf2 qHTS screen for inhibitors. A549 ARE-Fluc reporter, luciferase luminescence, 18-24 h. Potency, µM (highest dose often 46 µM), without a hit: at the top dose activity change, negative = inhibition, hits mostly inhibitors. 2.1% of 360,000 active. AID 504444, 2011; also: potency is read from the fitted curve at half-maximal effect; % is scaled to controls: 0 for no effect and ±100 for the full control effect; nearly all actives have a fitted effect of over 60% in size
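Concentration-response testing used A549 ARE_Fluc cells at 5000 cells/well. Following an 18-24 h compound incubation, viability was read by fluorescence (Ex 405/Em 525) and luciferase output by luminescence.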
MmCpn inh: Inhibitors of TCP-1 ring complex (TRiC) of Methanococcus maripaludis (MmCpn): qHTS; purified Mm-Cpn ATPase, ADP Transcreener TR-FRET; 0.031% of 330,000 active; Potency, µM (top dose mostly 76.9 µM), for inactives: at the top dose activity, negative = inhibition, actives largely listed as inhibitors; also: potency is read from the fitted curve at half-maximal effect; % is scaled to controls: 0 for no effect and ±100 for the full control effect; nearly all actives have a fitted effect of over 80% in size
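ATPase read-out: TR-FRET ADP immunoassay (anti-ADP Eu cryptate vs ADP-d2), ex 320 nm, em 590/665 nm; signal drops as ADP forms. Enzyme 25 nM, ATP 10 uM, 30 min at 37°C after 10 min compound preincubation.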
HepG2 tox: qHTS for Inhibitors of TGF-b: Cytotox Counterscreen | 0.76% of 410,000 active | Potency, µM (series often up to 46.1 µM), inactives show top-dose activity change, negative = cytotoxicity, actives largely listed as cytotoxic | HepG2 CAGA-GFP viability, ATP luminescence, 18 h; also: potency is read from the fitted curve at half-maximal effect; some results filed as inactive show a strong effect at the top dose
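CellTiter-Glo luminescence gave cytotoxicity after 18 hours at 37 degrees C. The cells were HepG2 CAGA-GFP in 1% FBS DMEM, stimulated with 500 pg/mL TGF-beta after compound addition. %Activity was normalised to no-cell wells (complete cell-killing) and DMSO (no toxicity), and curves were fitted and classified.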
TGFb SMAD3 inh: qHTS for Inhibitors of TGF-b. HepG2 CAGA-GFP TGF-b/SMAD3 reporter, GFP fluorescence, 18 h; TGF-beta stimulated, 500 pg/mL final. Potency, µM (doses to about 46.1 µM), for inactives: at the highest dose activity, negative = inhibition, actives largely listed as inhibitors. 1.2% of 410,000 active; also: potency is read from the fitted curve at half-maximal effect; % is scaled to controls: 0 for no effect and ±100 for the full control effect; nearly all actives have a fitted effect of over 65% in size
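HEPG2 CAGA-GFP reporter cells (1000/well, DMEM with 1% FBS) received compounds, then recombinant TGF-beta at 500 pg/mL final for 18 hours at 37 degrees C. Per-cell GFP summed per well was normalised to unstimulated and stimulated DMSO controls before curve fitting.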
CCT modulator: High-Throughput Screening for Modulators of Cytosolic Chaperonin Activity; purified chaperonin ATPase assay, HTRF ADP detection, 30 min; activity change, % (concentration not given with the values), hits read low; 0.3% of 360,000 active; in the data active = activity change below about -30%; also: % is scaled to controls: 0 for no effect and ±100 for the full control effect
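TRiC (40 or 20 nM final, by batch activity) in 30 mM Tris pH 7.4, 100 mM KCl, 5 mM MgCl2, 1 mM DTT was treated with compound at 76 uM single dose, then 10 uM ATP, 30 min at 37 °C. ADP was read by HTRF Transcreener.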
Akt phos inh: HTS Assay for Inhibitors of Akt Phophorylation: Primary Screen. Neuro2A IGF-stimulated pAkt S473 HTRF, 20 min; stronger effect = lower value. activity change, % for hits at 50 µM. 0.32% of 360,000 active. AID 651550, 2012; in the data active = activity change below about -80%; inconclusive = mostly about -51% to -80%; also: % is scaled to controls: 0 for no effect and ±100 for the full control effect
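Neuro2A cells (4,500/well, DMEM with 0.5% FBS) were treated with compound at a single 50 µM final concentration, stimulated with 6 nM IGF for 20 min at 37 °C, and lysed. Phospho-Akt Ser473 was read by HTRF as 665/615 ratio ×10^4.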
A549 tox: Nrf2 qHTS screen for inhibitors: counterscreen for cytotoxicity; Potency, µM (series often up to 46 µM), without a hit: at the highest dose activity change, negative = cytotoxicity, most hits filed as inhibitors; 0.16% of 390,000 active; A549 ARE-Fluc cells, CellTiter-Fluor viability, 18-24 h; AID 504648, 2011; also: potency is read from the fitted curve at half-maximal effect; % is scaled to controls: 0 for no effect and ±100 for the full control effect
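A549 ARE_Fluc cells in 5% FBS OPTI-MEM were exposed to compounds in concentration-response for 18-24 h at 37 deg C. Viability was read by CellTiter-Fluor fluorescence (Ex 405/Em 525) after 30 min, before the luciferase read.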
Starred values were filed as active, the others as inactive; i = inactive; ? = inconclusive; / = no result given. Unless noted, calls follow the shape of the dose curve; as a rule, active = well fitted curve in the direction sought with a large enough effect; inconclusive = small, poorly fitted or top-dose-only effect, or another doubt; inactive = no such curve, though single readings can be large; an effect the other way counts as inactive or inconclusive.

1) COCCNC(=O)CCn1nc(-c2ccc(C)cc2)c2ccccc2c1=O
2) Cc1ncc([N+](=O)[O-])n1CC(=O)Nc1ccccc1Cl
3) O=C(Cc1ccc(Br)cc1)Nc1nc2ccccc2[nH]1
4) O/N=C/c1cc(Br)ccc1OCc1ccccc1F
5) Cc1nc(N2CCCC2)ncc1C(=O)N1CCN(c2ccc(Cl)cc2)CC1
6) Cc1[nH]nc2c(=S)[nH]c(=O)[nH]c12
7) CCOc1ccccc1C=NNC(=O)CCCCC(=O)NN=Cc1ccccc1OCC
8) COc1ccc(NS(=O)(=O)c2ccc3nc(-c4ccccc4)[nH]c3c2)cc1

Screen / compound no.,1,2,3,4,5,6,7,8
Nrf2 activator,0.3%,-2.9%,3.0%,3.3%,7.2%,0.2%,0.1%,4.5%
ATXN viability,i,?,i,i,i,i,?,i
Nrf2 block,-11%,/,6%,-10%,/,/,-6%,?
MmCpn inh,-8%,/,1%,/,/,/,/,/
HepG2 tox,-9%,6%,3%,-78%,-51%,-26%,-6%,-9%
TGFb SMAD3 inh,-10%,0%,-15%,?,?,-11%,6%,-20%
CCT modulator,1.6,0.4,-1.0,3.6,/,-1.1,-1.6,/
Akt phos inh,i,i,i,i,/,i,i,/
A549 tox,9%,/,-3%,-5%,-3%,/,0%,2%

Whole records, looked up by structure. Order of screens: Nrf2 activator, ATXN viability, Nrf2 block, MmCpn inh, HepG2 tox, TGFb SMAD3 inh, CCT modulator, Akt phos inh, A549 tox
`Cc1[nH]nc2c(=S)[nH]c(=O)[nH]c12` reads 0.2%, i, /, /, -26%, -11%, -1.1, i, /
`Cc1nc(N2CCCC2)ncc1C(=O)N1CCN(c2ccc(Cl)cc2)CC1` reads 7.2%, i, /, /, -51%, ?, /, /, -3%
`O=C(Cc1ccc(Br)cc1)Nc1nc2ccccc2[nH]1` reads 3.0%, i, 6%, 1%, 3%, -15%, -1.0, i, -3%
`O/N=C/c1cc(Br)ccc1OCc1ccccc1F` reads 3.3%, i, -10%, /, -78%, ?, 3.6, i, -5%
`CCOc1ccccc1C=NNC(=O)CCCCC(=O)NN=Cc1ccccc1OCC` reads 0.1%, ?, -6%, /, -6%, 6%, -1.6, i, 0%

Continued:
9) CC(=O)c1cccc(S(=O)(=O)N2CCC(C(=O)OC3CCOC3=O)CC2)c1 (stereo unspecified)
10) O=C(COC(=O)c1ccc2ncsc2c1)NCc1ccc(F)cc1
11) N#CCCN(CCC#N)S(=O)(=O)c1ccc(C(=O)Nc2nc(-c3ccccc3)c(C(=O)c3ccccc3)s2)cc1
12) C[C@H](CO)N1C[C@H](C)[C@@H](CN(C)Cc2ccncc2)Oc2c(NC(=O)Cc3ccccc3)cccc2C1=O
13) CC(OC(=O)c1cc(Br)ccc1O)C(=O)Nc1ccc(S(=O)(=O)N2CCCC2)cc1 (stereo unspecified)
14) CC(Oc1ccc(Br)cc1)C(=O)Nc1ccncc1 (stereo unspecified)
15) CC(C)Oc1ccccc1OCCCOc1cccc2cccnc12
16) Clc1cccc(Cl)c1CNCCCSc1ncccn1

Screen / compound no.,9,10,11,12,13,14,15,16
Nrf2 activator,-0.4%,-0.5%,-0.7%,-1.2%,6.9%,-0.4%,0.5%,2.7%
ATXN viability,i,i,i,i,i,i,i,i
Nrf2 block,5%,?,-36%,10%,-23%,8.2µM*,-10%,5%
MmCpn inh,2%,-13%,?,1%,-7%,1%,-1%,1%
HepG2 tox,-14%,-9%,12%,9%,0%,1%,-10%,18%
TGFb SMAD3 inh,-7%,6%,-11%,-8%,?,3%,-1%,15%
CCT modulator,-0.8,0.2,0.0,-1.6,-2.6,-5.8,0.9,-0.8
Akt phos inh,i,i,i,i,i,i,i,i
A549 tox,1%,0%,-13%,4%,-2%,-7%,-1%,6%

17) CCOc1ccc(CCNC(=O)CCS(=O)(=O)c2ccc(C)cc2)cc1OCC
18) CCCCNc1nc2c(c(=O)n(C)c(=O)n2C)n1CC(O)COc1ccccc1C (stereo unspecified)
19) CCOC(=O)c1nnn(-c2nonc2N)c1CSc1ccccc1
20) CCn1cc(C(=O)N2CCN(c3ccccc3)CC2)c(=O)c2cc(S(=O)(=O)N3CCCC3)ccc21
21) CN(C)c1cc(N/N=C/c2ccccc2C(F)(F)F)nc(N(C)C)n1
22) CC(=O)c1sc(N2C(=O)c3oc4ccccc4c(=O)c3C2c2ccc(C)cc2)nc1C (stereo unspecified)
23) CCOc1ccc(S(=O)(=O)NC2CCCCC2C)cc1 (stereo unspecified)
24) O=C(Nc1ccc(Cl)c(Cl)c1)c1ccc(Cl)c(Cl)c1

Screen / compound no.,17,18,19,20,21,22,23,24
Nrf2 activator,-0.5%,5.4%,0.2%,-1.0%,-0.5%,1.9%,-0.1%,7.0%
ATXN viability,i,?,i,i,i,i,i,?
Nrf2 block,-2%,-8%,-12%,?,-3%,13%,-21%,30%
MmCpn inh,2%,/,-1%,/,-1%,/,/,-21%
HepG2 tox,-7%,-8%,3%,7%,-17%,-2%,1%,-26%
TGFb SMAD3 inh,-4%,?,1%,-4%,-19%,?,0%,-21%
CCT modulator,-2.7,/,-0.3,/,-2.2,/,0.6,-0.4
Akt phos inh,i,/,i,/,i,/,i,i
A549 tox,2%,-6%,9%,2%,-18%,0%,5%,-1%

25) COc1ccc(N2CCN(C(CNC(=O)c3ccc(OC)c(OC)c3)c3cccnc3)CC2)cc1 (stereo unspecified)
26) Clc1ccc(N2CCN(c3ccnc(Cl)n3)CC2)cc1
27) Cn1c(SCC(N)=O)nc2c([nH]c3ccccc32)c1=O
28) COc1ccc(CCNC(=O)CSC2=NS(=O)(=O)c3ccccc3N2)cc1OC
29) COc1ccc(C2CC2/C(=N/O)c2ccccc2)cc1 (stereo unspecified)
30) Cn1c(=O)c(=O)n(C)c2cc(N3CCCC3)c(NC(=O)c3ccccc3F)cc21
31) Cc1ccc(NC(=O)Cn2c(C)cc(C)c(C#N)c2=O)c(Cl)c1
32) CC(=O)Nc1ccccc1-c1nc2ccccc2nc1OCC(=O)c1ccc2ccccc2c1

Screen / compound no.,25,26,27,28,29,30,31,32
Nrf2 activator,-0.3%,0.3%,9.0%,-0.1%,4.7%,0.5%,1.7%,0.1%
ATXN viability,i,i,/,i,i,i,i,?
Nrf2 block,-2%,16µM*,/,4%,3%,4%,/,-7%
MmCpn inh,/,/,/,-6%,-1%,/,0%,-1%
HepG2 tox,-34%,2%,-35%,-16%,24%,-12%,-11%,-25%
TGFb SMAD3 inh,3%,0%,?,1%,19%,?,-18%,-7%
CCT modulator,/,0.1,/,-3.9,0.4,/,0.8,-0.2
Akt phos inh,/,i,/,i,i,/,i,i
A549 tox,-11%,-7%,16%,9%,2%,0%,-3%,-18%

33) O=S1(=O)C2CC3C=CC2(O3)C(O)C(Cc2ccccc2)N1Cc1cccc(C(F)(F)F)c1 (stereo unspecified)
34) Cc1ccc(NS(=O)(=O)c2ccc(Br)s2)nc1
35) COc1cccc(NC(=O)C(c2ccccc2)N2CCCCC2)c1 (stereo unspecified)
36) Cc1ccccc1C(C)NS(=O)(=O)c1ccc2c(c1)OCCO2 (stereo unspecified)
37) COCc1nc2oc3ccc(C)cc3c(=O)c2cc1C(=O)OC
38) O=C(Nc1cccc(Cl)c1)c1cccc(Oc2ccc([N+](=O)[O-])cc2Cl)c1
39) O=C(O)CC(NC(=O)COc1ccc(Cl)cc1Cl)C(=O)O (stereo unspecified)
40) Nc1nnc(CSCc2ccccc2Cl)s1

Screen / compound no.,33,34,35,36,37,38,39,40
Nrf2 activator,/,0.2%,3.1%,1.1%,2.3%,-0.5%,-0.6%,-0.2%
ATXN viability,/,i,i,i,i,?,i,i
Nrf2 block,0%,-20%,1%,-23%,?,21µM*,-8%,7%
MmCpn inh,/,-4%,-4%,1%,0%,-3%,0%,1%
HepG2 tox,-33%,9%,0%,10%,-18%,-29%,0%,-20%
TGFb SMAD3 inh,?,9%,-2%,10%,11%,16µM*,3%,-2%
CCT modulator,/,-1.5,-0.4,-7.6,0.5,1.1,-0.2,0.7
Akt phos inh,/,i,i,i,i,i,i,i
A549 tox,-5%,-2%,-7%,5%,1%,-25%,-2%,-6%

41) CCn1cnc2c1c(=O)n(Cc1nnc3n1-c1ccccc1SC3)c(=O)n2Cc1ccccc1
42) O=C(CSc1ccc(-c2ccncc2)nn1)c1ccc(Cl)cc1
43) CCOc1ccc(S(=O)(=O)NCCC(=O)NCC2(N3CCCCC3)CCCCC2)cc1
44) COC(=O)c1ccc(C)c(NS(=O)(=O)c2ccc(OC)c(OC)c2)c1

Screen / compound no.,41,42,43,44
Nrf2 activator,-1.6%,0.0%,-0.3%,1.8%
ATXN viability,i,i,i,i
Nrf2 block,-4%,5%,?,12%
MmCpn inh,-1%,-2%,1%,-1%
HepG2 tox,-7%,-9%,-1%,-18%
TGFb SMAD3 inh,?,7%,-3%,-6%
CCT modulator,-0.9,-2.9,1.6,-0.3
Akt phos inh,i,i,i,i
A549 tox,-1%,1%,-18%,11%
